SIAH1 antagonists = blockers of Siah-1 interaction with plectin peptide – biochemical, fluorescence polarization, rhodamine-plectin, uHTS, primary screen (AID 1817); Siah-1 / rhodamine-plectin peptide fluorescence polarization; higher % means a stronger effect; one-dose displacement, % at 20 µM; IC50 in µM for titrated hits; 290,000 compounds, 0.02% hits;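 active = displacement of at least 50% at 20 µM, with a fluorescence ratio check between 0.3 and a set limit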;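 also: plate controls were Siah plus tracer with DMSO for no effect and tracer alone without Siah for full effect; strong numbers were not always called active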
AID2073 = disruptors of CaV2.2 binding to Mint1 – biochemical, HTRF (AID 2073) | HTRF protein-protein interaction, Mint1-CaV2.2; higher % means a stronger effect | 290,000 compounds, 0.19% hits | one-dose inhibition, % at 20 µM; IC50 in µM for titrated hits; in the data active = inhibition mostly above about 51%, no sharp cut-off; inconclusive = no clear call, values can overlap the other calls; inactive = mostly below about 53%; also: some results filed as inactive read as strong as hits
GPR55 antagonists = inhibition of LPI-stimulated GPR55 beta-arrestin translocation – imaging, U2OS, beta-arrestin-GFP, LPI agonist, primary screen (AID 2013); U2OS GPR55 beta-arrestin-GFP translocation imaging, LPI antagonism; higher % means a stronger effect; 290,000 compounds, 0.13% hits; one-dose inhibition, % at 10 µM; IC50 in µM for titrated hits;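 active = spots per cell inhibited over 60%, with over 100 cells counted and total cytoplasm intensity under 500,000; inconclusive = wells with under 100 cells, flagged as likely toxic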;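 also: U2OS cells stably carrying GPR55 and arrestin-GFP stimulated by 5 µM LPI near EC80; imaged beta-arrestin-GFP aggregate spots per cell after agonist stimulation; plate controls were LPI-stimulated DMSO wells for no effect and DMSO wells without LPI for full effect; some results filed as inactive read as strong as hits; confirmed hits need IC50 under 10 µM and bright autofluorescent wells are also inconclusive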
K1F lysis inhibition = inhibition of K1F phage lysis, E. coli UTI89, bacterial capsule biogenesis inhibitors, alamar blue (AID 488966); one-dose inhibition, % at 100 µM; IC50 in µM for titrated hits; 340,000 compounds, 0.02% hits; E. coli UTI89 K1F phage lysis, alamar blue, 2 h; higher % means a stronger effect;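 active = phage lysis inhibition, versus mean bacterial control, above a set limit; inconclusive = no clear call, values can overlap the other calls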;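 also: capsule biogenesis inhibitors block K1F phage lysis so surviving cells raise fluorescence; higher fluorescence means more inhibition of phage lysis; actives were called in the ten point dose series up to 300 µM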
GPR55 activation = GPR55 agonists via beta-arrestin recruitment, primary screen, imaging, U2OS cells, beta-arrestin-GFP redistribution (AID 1961); 290,000 compounds, 0.048% hits; U2OS GPR55 beta-arrestin-GFP redistribution imaging; higher % means a stronger effect; activation, % at 10 µM, or EC50 in µM where a hit was titrated;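 active = activation above 40% with more than 50 cells counted in the well; inconclusive = wells holding fewer than 50 cells, flagged as toxic or sparse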;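 also: U2OS osteosarcoma cells stably expressing GPR55 and beta-arrestin-GFP; plate controls were DMSO negative control for no effect and LPI positive control for full effect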
HIV fusion peptide = cell-free HIV fusion peptide-binding blockers – biochemical, uHTS, fluorescence dequenching, primary screen (AID 1986). inhibition, % at 20 µM; hits with a dose series show IC50 in µM. 290,000 compounds, 0.3% hits. cell-free peptide binding, fluorescence dequenching, 30 min; higher % means a stronger effect; in the data active = inhibition mostly above about 52%, no sharp cut-off; inactive = mostly below about 76%; also: some results filed as inactive read as strong as hits
NTR1 agonist = agonists of NTR1, primary screen, imaging, U2OS cells, beta-arrestin-GFP, high content (AID 493036) | P30989 | NTR1-U2OS beta-arrestin-GFP spot imaging, agonist mode | activation, % at 20 µM | 330,000 compounds, 0.17% hits;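 active = activation at or above 40% of the spot to cytoplasm intensity ratio, with at least 20 cells analyzed; inconclusive = wells under 20 cells, flagged as cytotoxic or low count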;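 also: 0% = DMSO without peptide and 100% = 100 nM NTR1 peptide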
Target sequence (P30989 whole entry, looked up): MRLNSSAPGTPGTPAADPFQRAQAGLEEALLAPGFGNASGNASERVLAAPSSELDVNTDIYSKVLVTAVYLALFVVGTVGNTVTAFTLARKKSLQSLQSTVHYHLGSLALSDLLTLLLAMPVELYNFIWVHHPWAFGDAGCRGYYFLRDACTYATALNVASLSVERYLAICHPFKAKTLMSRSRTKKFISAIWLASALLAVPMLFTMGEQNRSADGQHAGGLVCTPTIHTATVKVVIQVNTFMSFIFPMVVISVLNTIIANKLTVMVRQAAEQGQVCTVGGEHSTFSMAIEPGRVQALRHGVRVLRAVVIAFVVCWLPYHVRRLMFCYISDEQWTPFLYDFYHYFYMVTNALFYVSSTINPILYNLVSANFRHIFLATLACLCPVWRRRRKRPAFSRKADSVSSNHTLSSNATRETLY
Dengue-2 NS5 capping = flavivirus cap methylation enzyme inhibition – biochemical, confirmation dose response, primary screen (AID 588689); Dengue-2 NS5 methyltransferase capping enzyme assay, biochemical; higher % means a stronger effect; one-dose inhibition, % at 25 µM; IC50 in µM for titrated hits; 340,000 compounds, 0.3% hits; in the data active = a potency from the dose series; inconclusive = inhibition above about 29% without an active follow-up result
GPR35 arrestin U2OS = inhibition of zaprinast-stimulated GPR35 beta-arrestin translocation – imaging, U2OS, beta-arrestin-GFP, zaprinast agonist, primary screen (AID 2058). 290,000 compounds, 0.052% hits. U2OS GPR35 beta-arrestin-GFP translocation imaging, zaprinast antagonism; higher % means a stronger effect. inhibition, % at 10 µM, or IC50 in µM where a hit was titrated;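 active = inhibition of at least 50% with at least 30 cells and total cytoplasm GFP at most 10,000,000; inconclusive = under 30 cells or total GFP of 10,000,000 plus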
NTR1 agonist cell count 20 µM = second read-out of NTR1 agonist, no call of its own (marks repeat the call); cell count; measured here: cell count, cytotoxicity flag
Dengue-2 NS5 capping pilot replicate = further read-out of Dengue-2 NS5 capping, marked with its call; inhibition, %; measured here: pilot screen replicate inhibition
Numbers without * were called inactive; ? = inconclusive; / = not tested or not shown; [ ] = dose if it differs, or a comment. Not a hit list. Share with any hit: about 1.2%.

SMILES | SIAH1 antagonists | AID2073 | GPR55 antagonists | K1F lysis inhibition | GPR55 activation | HIV fusion peptide | NTR1 agonist | NTR1 agonist cell count 20 µM | Dengue-2 NS5 capping | GPR35 arrestin U2OS | others
Cc1cc(C)nc(SCc2nc(N)nc(-c3ccccc3O)n2)n1 | -2% | 0% | 6% | 0.2% | -0.1% | -1.6% | 3.1 | 90 | -8% | 10%
COc1ccc(CCNC(=O)c2cc3c(=O)n(C)c4ccccc4c3n2C)cc1OC | -5% | 7% | 2% | 0.7% | -0.1% | -0.2% | 3.8 | 59 | -2% | -8%
Fc1ccc(-c2csc(N3CCOCC3)n2)cc1 | -2% | -7% | -10% | -1.5% | -0.2% | -1.1% | 0.5 | 56 | -13% | 14%
Cc1occc1C(=O)NC1CCCN(Cc2ccc(Cl)cc2)C1 (configuration not stated) | 5% | ? | 20% | 0.1% | 0.3% | -0.1% | -0.8 | 73 | -2% | -5%
CCC(=O)Nc1cccc(C(=O)OCC(=O)c2ccccc2Cl)c1 | 4% | 30% | 24% | 4.4% | 0.0% | 4.5% | 1.2 | 54 | -1% | -14%
COc1ccc(CN(C)C(=O)Cc2c[nH]c3ccccc23)cc1 | 1% | 26% | 0% | 0.0% | 0.6% | -0.3% | 0.1 | 99 | -5% | 11%
CCNc1nc(NCC)n2c(SCc3nc4ccccc4c(=O)[nH]3)nnc2n1 | 2% | -5% | 7% | 0.6% | -0.1% | -2.5% | -1.3 | 41 | -3% | -2%
C=C(C)CN1C(=O)C(=O)N(CC(=C)C)C1=O | 10% | 4% | 2% | / | -0.1% | 0.2% | / | / | / | 1%
CS(=O)(=O)N(Cc1ccco1)CC(O)Cn1c2ccccc2c2ccccc21 (configuration not stated) | 13% | 1% | 14% | -0.4% | -0.1% | 2.0% | 2.9 | 100 | -2% | 7%
CC(=O)c1cccc(NC(=O)Nc2ccc(C(=O)N3CCOCC3)cc2)c1 | 1% | -4% | -9% | -0.4% | 0.3% | 0.1% | -1.1 | 96 | -12% | -14%
CCn1c(=O)cc(OCC(=O)O)c2ccccc21 | -2% | 1% | 31% | 0.5% | 0.0% | -2.2% | 0.4 | 51 | 3% | -5%
Cc1c(NS(=O)(=O)c2ccc(N3CCCCC3)c([N+](=O)[O-])c2)c(=O)n(-c2ccccc2)n1C | 1% | 4% | 10% | 0.4%[50 µM] | 0.1% | 0.8% | 1.0 | 71 | 6% | 23%
O=C(NC(=S)NC1CCN(Cc2ccccc2)CC1)c1ccc(F)cc1 | -1% | 2% | 4.7µM* | 0.0% | -0.1% | 0.6% | 7.0 | 73 | -4% | 9%
O=C(CCS(=O)(=O)c1ccccc1)Nc1ccc(N2CCOCC2)cc1 | -3% | -1% | 8% | 0.6% | 0.3% | -1.4% | 0.6 | 41 | -2% | 10%
NS(=O)(=O)c1ccc(CCNC(=O)COC(=O)Cc2c(F)cccc2Cl)cc1 | 4% | 12% | 19% | 0.5%[50 µM] | -0.1% | -0.2% | -0.3 | 47 | -3% | 13%
CC(C)NC(=O)COc1ccc(S(=O)(=O)N2CCCC2)cc1 | -2% | -1% | 4% | 0.2% | 0.0% | -1.5% | -0.1 | 77 | 7% | 11%
COC(=O)c1sc(NC(=O)c2cccc([N+](=O)[O-])c2)c(C(N)=O)c1C | -4% | -14% | -1% | 0.2% | -0.3% | -0.8% | 4.9 | 80 | 6% | -10%
O=C(NCc1ccc2c(c1)OCO2)C1CCCN(S(=O)(=O)c2cccs2)C1 (configuration not stated) | -4% | 0% | -1% | -1.5% | -0.3% | 1.2% | -0.9 | 93 | -3% | 0%
COC(=O)c1cc(NC(=O)CC2CCCC2)cc(C(=O)OC)c1 | -1% | -10% | 0% | 0.0% | -0.3% | -0.1% | -0.7 | 53 | -1% | 14%
Cn1c(=O)c2sccc2n2c(CCCC(=O)NCc3cccnc3)nnc12 | 4% | 19% | 5% | 0.1% | -0.1% | -0.8% | -1.2 | 59 | -1% | -22%
COc1ccc(-c2cc3ccccc3nc2N)cc1OC | -2% | 16% | 9% | 0.2% | 0.4% | 2.5% | 1.1 | 87 | -4% | 11%
CCOc1ccc(NC(=S)N2CCCN(Cc3cc(C)ccc3C)C2)cc1 | -9% | -7% | 8% | 0.4% | 0.7% | -1.9% | 1.0 | 62 | -4% | 1%
Cc1ccc(-n2c(C)cc(/C=C(\C#N)C(=O)NCC3CCCO3)c2C)cc1 (configuration not stated) | 4% | 10% | 1% | 0.0% | 0.2% | -0.8% | 2.5 | 53 | -2% | -17%
COC(=O)C1=C(C)N(CCCC(=O)O)C(=O)NC1c1ccc(-c2ccccc2)cc1 (configuration not stated) | 4% | -4% | -9% | 0.2% | 0.6% | 6.4% | -1.5 | 91 | 2% | -1%
CCCCCc1ccc(-c2cn(CCc3c[nH]c4ccccc34)nn2)cc1 | 1% | 9% | 9% | 0.5% | 0.2% | 0.3% | 2.5 | 92 | 4% | -6%

Random excerpt: five entries already listed.
SMILES | SIAH1 antagonists | AID2073 | GPR55 antagonists | K1F lysis inhibition | GPR55 activation | HIV fusion peptide | NTR1 agonist | NTR1 agonist cell count 20 µM | Dengue-2 NS5 capping | GPR35 arrestin U2OS | others
Cc1occc1C(=O)NC1CCCN(Cc2ccc(Cl)cc2)C1 (configuration not stated) | 5% | ? | 20% | 0.1% | 0.3% | -0.1% | -0.8 | 73 | -2% | -5%
COc1ccc(-c2cc3ccccc3nc2N)cc1OC | -2% | 16% | 9% | 0.2% | 0.4% | 2.5% | 1.1 | 87 | -4% | 11%
CCCCCc1ccc(-c2cn(CCc3c[nH]c4ccccc34)nn2)cc1 | 1% | 9% | 9% | 0.5% | 0.2% | 0.3% | 2.5 | 92 | 4% | -6%
CCn1c(=O)cc(OCC(=O)O)c2ccccc21 | -2% | 1% | 31% | 0.5% | 0.0% | -2.2% | 0.4 | 51 | 3% | -5%
Fc1ccc(-c2csc(N3CCOCC3)n2)cc1 | -2% | -7% | -10% | -1.5% | -0.2% | -1.1% | 0.5 | 56 | -13% | 14%

For reference, two of the compounds above.
SMILES | SIAH1 antagonists | AID2073 | GPR55 antagonists | K1F lysis inhibition | GPR55 activation | HIV fusion peptide | NTR1 agonist | NTR1 agonist cell count 20 µM | Dengue-2 NS5 capping | GPR35 arrestin U2OS | others
COC(=O)C1=C(C)N(CCCC(=O)O)C(=O)NC1c1ccc(-c2ccccc2)cc1 (configuration not stated) | 4% | -4% | -9% | 0.2% | 0.6% | 6.4% | -1.5 | 91 | 2% | -1%
CCCCCc1ccc(-c2cn(CCc3c[nH]c4ccccc34)nn2)cc1 | 1% | 9% | 9% | 0.5% | 0.2% | 0.3% | 2.5 | 92 | 4% | -6%

Further records:
SMILES | SIAH1 antagonists | AID2073 | GPR55 antagonists | K1F lysis inhibition | GPR55 activation | HIV fusion peptide | NTR1 agonist | NTR1 agonist cell count 20 µM | Dengue-2 NS5 capping | GPR35 arrestin U2OS | others
COc1cc(SC)ccc1C(=O)Nc1nc2ccccc2[nH]1 | 2% | 32% | -3% | 0.2% | -0.2% | -0.3% | -1.8 | 57 | 1% | 11%
COc1ccc(Cc2c(O)nc(SCC(=O)N3CCCCCC3)[nH]c2=O)cc1 | 14% | 1% | 0% | -1.6% | 1.1% | -1.8% | 0.1 | 62 | 4% | 3%
COc1ccc(C2CCCN2C(=O)c2cccs2)cc1 (configuration not stated) | 2% | 1% | 26% | 0.4% | 0.0% | 2.1% | -1.6 | 35 | 1% | 3%
CCOC(=O)c1cccc(NC(=O)CSc2nnc(CNc3ccc(C)cc3)n2CC)c1 | 13% | -2% | 9% | 0.6% | 0.2% | 0.8% | 1.6 | 87 | -1% | 12%
COc1ccc(N2CCN(CC(O)COc3ccc([N+](=O)[O-])cc3)CC2)cc1 (configuration not stated) | 3% | 0% | 8% | 0.2% | 0.5% | 0.5% | -1.0 | 83 | -1% | 0%
C=CCOC(=O)C(C#N)c1nc2ccccc2nc1N1CCCC1 (configuration not stated) | 0% | -3% | 5% | 6.6% | 0.0% | -0.8% | 0.5 | 64 | -7% | -4%
CSCC(=O)N1CCCC(CO)(Cc2ccccc2C)C1 (configuration not stated) | -1% | 5% | -4% | 0.5% | -0.2% | 0.8% | 0.2 | 22 | 5% | -1%
Cc1csc2c(N(C)CCO)ncnc12 | -8% | 10% | 1% | 0.4% | -0.2% | -1.5% | -1.0 | 55 | -2% | 12%
CCOC(=O)C(NC(=O)c1cccc(Cl)c1)(Nc1sc2c(c1C(N)=O)CCC2)C(F)(F)F (configuration not stated) | -1% | ? | 17% | 0.1% | -0.2% | 15% | 6.3 | 66 | -15% | 3%
Cc1cccc(C(=O)Nc2ccccc2-c2nnn(CC(=O)Nc3ccc4c(c3)OCCO4)n2)c1 | 0% | 16% | 13% | 1.0% | -0.1% | -0.1% | 2.7 | 82 | -2% | 1%
CCCOC(=O)c1ccc(-n2nnnc2SCC(=O)N2CCCCC2)cc1 | 3% | -5% | 1% | 0.2% | 0.3% | 0.9% | 0.9 | 94 | -9% | -1%
CC(C(=O)Nc1ccccc1)N1CCN(c2ccccn2)CC1 (configuration not stated) | 5% | 11% | 11% | 0.1% | -0.2% | -2.1% | 0.6 | 81 | 6% | 7%
CCOC(=O)c1ccc(S(=O)(=O)N2CCN(CCC#N)CC2)cc1 | 15% | 1% | -4% | 7.5% | -0.3% | 0.2% | 1.7 | 46 | 0% | 11%
O=P(OC1CCCCC1)(OC1CCCCC1)C(O)c1cccnc1 (configuration not stated) | 1% | 4% | 0% | 0.0% | -0.2% | 0.8% | 1.7 | 49 | 2% | -2%
CN(C)C(=O)N1CCN(S(=O)(=O)c2ccc3ccccc3c2)CC1 | 1% | 0% | -17% | -0.1% | -0.1% | -1.1% | 0.0 | 67 | -9% | 0% | Dengue-2 NS5 capping pilot replicate=-5.5
